bIAP act: bovine intestinal alkaline phosphatase activators, primary screen, biochemical, bovine IAP, CDP-star luminescence; purified bovine IAP, 30 min; active compounds read high; fold of DMSO-control signal, blank-subtracted; activation factor at 20 µM; alkaline phosphatase, intestinal [Bos taurus]; 0.17% of 200,000 active;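 active = activation factor of 2 or more at 20 µM, a signal rise over negative controls twice the positive control's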
TNAP act hi DEA: TNAP activators at high phosphate acceptor level, primary screen, biochemical, luminescence, uHTS | Alkaline phosphatase, tissue-nonspecific isozyme (Homo sapiens), P05186 | purified TNAP, CDP-star luminescence, 1 M DEA, 30 min; active compounds read high; 0 = EDTA background, 1 = DMSO-only activity | activation factor at 20 µM | 200,000 tested, under 10 active | AID 1136, 2008;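 active = activation factor at least 2 at 20 µM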
Target sequence (P05186 whole entry, looked up): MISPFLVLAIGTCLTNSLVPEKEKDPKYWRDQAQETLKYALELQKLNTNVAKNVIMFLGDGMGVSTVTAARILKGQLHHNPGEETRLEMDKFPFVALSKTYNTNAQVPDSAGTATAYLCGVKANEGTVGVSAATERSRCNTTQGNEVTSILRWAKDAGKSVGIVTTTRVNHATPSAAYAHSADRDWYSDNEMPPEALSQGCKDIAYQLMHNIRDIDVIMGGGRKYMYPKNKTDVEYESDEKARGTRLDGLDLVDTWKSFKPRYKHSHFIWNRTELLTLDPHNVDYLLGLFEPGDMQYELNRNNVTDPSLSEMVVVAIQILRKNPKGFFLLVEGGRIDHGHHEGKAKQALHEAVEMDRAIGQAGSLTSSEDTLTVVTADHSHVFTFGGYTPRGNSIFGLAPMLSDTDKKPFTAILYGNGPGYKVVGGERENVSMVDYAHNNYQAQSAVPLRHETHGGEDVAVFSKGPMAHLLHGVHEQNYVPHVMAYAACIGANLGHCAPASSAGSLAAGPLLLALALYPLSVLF
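Measured by: Luminescent substrate turnover signal | Test system: Human TNAP | Input: TNAP 1/800 final | Dosing: 20 µM single point | Schedule: 30 min, room temperature | Controls: EDTA wells as negative control, DMSO wells as positive control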
PMI activator: activators of human PMI, primary screen, biochemical, fluorescence intensity, near-Km mannose 6-phosphate. AID 1214, 2008. activation factor at 20 µM. 0.005% of 190,000 active. purified human PMI, coupled resazurin fluorescence, 20 min; active compounds read high; 1 = vehicle control, 0 substrate-free wells. Mannose-6-phosphate isomerase (Homo sapiens), P34949;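 active = activation factor of 2 or more at 20 µM, relative to plate controls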
FLuc stim CS: FLuc activators, initial screening, artefact control for FLuc-dependent activation tests, biochemical, ATPlite luminescence | Luciferin 4-monooxygenase (Photinus pyralis), P08659 | AID 1027, 2008 | ATPlite luciferase biochemical, 10 min; 0 = ATP-free wells, 1 = DMSO control | 200,000 tested, under 10 active | activation factor at 10 µM;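 active = luciferase activation factor, scaled between plate controls, of at least 2 with compound at 10 µM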
Target sequence (P08659 whole entry, looked up): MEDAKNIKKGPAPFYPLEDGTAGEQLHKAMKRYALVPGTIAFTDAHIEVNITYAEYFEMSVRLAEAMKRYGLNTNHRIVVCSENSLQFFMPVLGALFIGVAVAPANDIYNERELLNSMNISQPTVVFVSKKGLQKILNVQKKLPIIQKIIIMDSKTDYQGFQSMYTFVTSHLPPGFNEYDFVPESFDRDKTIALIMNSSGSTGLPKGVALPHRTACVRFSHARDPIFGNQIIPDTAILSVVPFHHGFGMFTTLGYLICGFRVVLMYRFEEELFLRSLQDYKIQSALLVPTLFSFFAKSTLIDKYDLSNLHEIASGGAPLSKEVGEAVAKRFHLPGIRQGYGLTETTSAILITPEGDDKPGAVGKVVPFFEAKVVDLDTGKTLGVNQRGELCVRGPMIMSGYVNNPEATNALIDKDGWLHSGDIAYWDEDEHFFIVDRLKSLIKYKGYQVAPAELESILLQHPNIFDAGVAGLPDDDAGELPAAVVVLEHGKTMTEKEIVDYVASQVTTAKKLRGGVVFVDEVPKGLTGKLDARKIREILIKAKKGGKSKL
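Assay system: Luciferase/luciferin reagent mix; Medium: PBS as buffer for the ATP substrate; Dosing: test compounds dosed from 2 mM stocks in 100% DMSO; Times: 10 min, room temperature; Signal: luminescence from luciferase reaction; Read-out: luciferase activation; Controls: No-ATP low control, compound-free enzyme-plus-ATP high control.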
TNAP inh hiacc: human TNAP enzyme inhibitors, primary screen, biochemical, luminescent, high phosphate acceptor level, uHTS; AID 1135, 2008; inhibition, % at 20 µM; 0.03% of 200,000 active; purified TNAP, CDP-star luminescence, 1 M DEA;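 active = over 50% inhibition of tissue-nonspecific alkaline phosphatase at 20 µM in the single-dose screen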;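 note: plate controls were DMSO wells for no effect and EDTA-quenched wells as full inhibition for full effect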
APP 5'UTR act: activators of APP 5'UTR luciferase reporter, primary screen, SH-SY5Y cells; SH-SY5Y APP 5'UTR luciferase reporter, luminescence; zero percent = DMSO vehicle wells; activation, % at 2 µM; 1% of 190,000 active;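 active = activation above a set limit, based on mean plus 3 SD of controls, cut at about 140% in these data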; note: values of inactives mirror those of a sister screen read the other way
TNAP inh no acc: human TNAP enzyme inhibitors, primary screen, biochemical, luminescent, no phosphate acceptor, uHTS; Alkaline phosphatase, tissue-nonspecific isozyme (Homo sapiens), P05186; purified TNAP, CDP-star luminescence, 30 min; inhibition, % at 20 µM; 0.26% of 200,000 active; AID 1012, 2008;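 active = tissue-nonspecific alkaline phosphatase inhibition above about 50% at 20 µM in the single-dose screen, limit read from the data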;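 note: 0% = DMSO negative control and 100% = EDTA positive control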
FLuc inh counter: firefly luciferase enzyme inhibitors, primary screen, artefact control for luciferase-based inhibitor screens, biochemical, luminescence, ATPLite; Luciferin 4-monooxygenase (Photinus pyralis), P08659; 10 min; inhibition, % at 10 µM; 1.5% of 200,000 active; AID 1006, 2008;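 active = inhibition above about 50% when tested at 10 µM, limit read from the data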
PMI act hi M6P: human PMI activators, high substrate, primary screen, biochemical, fluorescence intensity, near-saturating mannose 6-phosphate. activation factor at 20 µM. coupled PMI enzyme assay, resazurin fluorescence, 20 min; active compounds read high; 1 = untreated enzyme, 0 = substrate-free blank. Mannose-6-phosphate isomerase (Homo sapiens), P34949. 0.34% of 190,000 active;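 active = activation factor of 2 or more at 20 µM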
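Technique: Diaphorase-driven resazurin-to-resorufin fluorescence, excitation 544, emission 590 nm | Assay system: Human PMI in coupled enzyme assay | Times: Enzyme reaction with compound 20 min at room temperature | Medium: HEPES-buffered pH 7.4 with magnesium and detergent | Reagent: Mannose-6-phosphate 1.0 mM (near-saturating) plus 0.22 mM NADP+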
NF-kB neuron act: activators of NF-kB expression in neurons, primary screen, cell-based, HTS. human neuronal cells, NF-kB reporter expression; active compounds read high. fold change at 12.5 µM. 1.6% of 190,000 active; in the data active = fold change above about 3.3
* marks the source's active call; other numbers are inactive results; . = no result given.

SMILES | bIAP act | TNAP act hi DEA | PMI activator | FLuc stim CS | TNAP inh hiacc | APP 5'UTR act | TNAP inh no acc | FLuc inh counter | PMI act hi M6P | NF-kB neuron act
Cc1cccc(CS(=O)(=O)Cc2ccc(C(=O)NCCN3CCCCC3C)o2)c1 (configuration not stated) | 1 | 1 | 0.9 | 1.1 | -2 | -8 | -9 | -6 | 0.9 | 0.89
O=C(C(=O)N1CCc2ccccc2C1)c1cn(CC(=O)N2CCCC2)c2ccccc12 | 0.8 | 1 | 0.9 | 1 | -1 | 4 | -10 | -1 | 1 | 1
O=c1c2ccccc2n2c(-c3cccc(F)c3)nnc2n1Cc1ccccc1 | 0.8 | 1 | 1 | 1 | -2 | 3 | 2 | -4 | 1.1 | 0.97
COc1ccc(CCNC(=O)C2CCN(S(=O)(=O)N3CCOCC3)CC2)cc1OC | 0.9 | 1.1 | 1.1 | 1.1 | -6 | -4 | -3 | -6 | 1 | 1.1
Cc1ccc(C)c(-n2nnnc2SCC(=O)c2ccc3c(c2)NC(=O)CO3)c1 | 0.9 | 1 | 1.1 | 1.1 | -4 | 5 | -7 | -6 | 1.2 | 0.81
NC[C@H]1O[C@H](O[C@H]2[C@H](O)[C@@H](O[C@H]3O[C@H](CO)[C@@H](O)[C@H](N)[C@H]3O)[C@H](N)C[C@@H]2N)[C@H](N)C[C@@H]1O | 0.9 | 1 | 1.1 | 1 | -3 | 0 | -7 | 0 | 1.1 | 0.93
CCOC(=O)c1sc(NC(=O)c2ccco2)c(C#N)c1C | 0.9 | 0.9 | 1 | 0.9 | 5 | -11 | -5 | 11 | 1 | 1.2
CC(=O)NC1=NN(C(C)=O)C(C)(c2ccccn2)S1 (configuration not stated) | 0.9 | 1 | 1 | 1.1 | -4 | 21 | -10 | -6 | 1.1 | 1
CCN(CC)S(=O)(=O)c1csc(C(=O)OCC(=O)c2ccccc2)c1 | 0.9 | 1 | 1.1 | 1 | -3 | -1 | -8 | -4 | 1 | 1
CCCc1sc(N)nc1-c1ccc(C)cc1 | 0.9 | 1 | 1 | 1 | -3 | 75 | -7 | -3 | 1.1 | 1.1
C=CCn1c(SCc2nc(N)nc(N(C)C)n2)nnc1-c1cccnc1 | 1 | 1 | 0.9 | 1 | 1 | -8 | -5 | -4 | 0.9 | 0.78
O=C1NN(c2ccccc2)C(=O)/C1=C\c1ccc(-c2cc([N+](=O)[O-])ccc2O)o1 | 0.6 | 0.6 | 0.9 | 0.7 | 44 | 6 | 52* | 30 | 0.9 | 0.97
CCOC(=O)C1CCN(C(=O)/C(C)=C\c2ccccc2)CC1 | 1 | 1.1 | 1 | 1 | -5 | 4 | -14 | -3 | 0.9 | 1.4
O=C(c1cc(-c2ccc(Cl)cc2)n(-c2ccc(Cl)cc2)n1)N1CCOCC1 | 1 | 1.1 | 0.9 | 1 | -6 | 5 | -10 | -2 | 0.9 | 1
Cc1cccc(N2CCN(C(=S)c3ccc([N+](=O)[O-])cc3)CC2)c1 | 0.9 | 1 | 0.7 | 1 | -2 | 0 | -5 | -3 | 0.9 | 0.75
CCOC(=O)C1CCCN(C2CC(=O)N(c3ccccc3)C2=O)C1 (configuration not stated) | 0.9 | 1 | 1.1 | 1.1 | -5 | -15 | -8 | -9 | 1.1 | 1
CC(Sc1nncs1)C(=O)NCc1ccc2c(c1)OCO2 (configuration not stated) | 0.9 | 1.1 | 1 | 1 | -6 | 4 | -16 | 0 | 1 | 1.2
COc1ccc(C(=O)Nc2cccc(-c3ccc4nncn4n3)c2)cc1 | 1 | 1 | 1 | 0.8 | -2 | -1 | -6 | 20 | 1 | 1.1
COc1ccc(C2Nc3ccccc3C(=O)N2Cc2ccccc2)cc1COc1ccccn1 (configuration not stated) | 1.1 | 1.1 | 1 | 1 | -6 | 3 | -8 | -4 | 1.1 | 0.69
COc1ccc(C(=O)OCCOc2ccccc2C(C)=O)c(O)c1 | 1 | 1.1 | 1.1 | 1 | -7 | -14 | -19 | -2 | 1.1 | 1.3

Of the compounds above, three contain an aryl thioether with sulfur outside any ring:
SMILES | bIAP act | TNAP act hi DEA | PMI activator | FLuc stim CS | TNAP inh hiacc | APP 5'UTR act | TNAP inh no acc | FLuc inh counter | PMI act hi M6P | NF-kB neuron act
Cc1ccc(C)c(-n2nnnc2SCC(=O)c2ccc3c(c2)NC(=O)CO3)c1 | 0.9 | 1 | 1.1 | 1.1 | -4 | 5 | -7 | -6 | 1.2 | 0.81
C=CCn1c(SCc2nc(N)nc(N(C)C)n2)nnc1-c1cccnc1 | 1 | 1 | 0.9 | 1 | 1 | -8 | -5 | -4 | 0.9 | 0.78
CC(Sc1nncs1)C(=O)NCc1ccc2c(c1)OCO2 (configuration not stated) | 0.9 | 1.1 | 1 | 1 | -6 | 4 | -16 | 0 | 1 | 1.2

Later entries:
SMILES | bIAP act | TNAP act hi DEA | PMI activator | FLuc stim CS | TNAP inh hiacc | APP 5'UTR act | TNAP inh no acc | FLuc inh counter | PMI act hi M6P | NF-kB neuron act
COc1ccccc1/C=C/C(=O)NCc1ccccn1 | 1.1 | 1 | 1 | 1 | -2 | -4 | -9 | -2 | 1 | 1
CCCCN(CCCC)CCNC(=O)Cc1nc2c(c(=O)[nH]c(=O)n2C)n1C | 1.1 | 1.1 | 0.9 | 1 | -7 | 0 | -11 | -3 | 1 | 1.1
Cn1c(=O)c2c(nc(CN3CCC(C(N)=O)CC3)n2Cc2ccccc2Cl)n(C)c1=O | 0.9 | 1 | 1.1 | 1.1 | -4 | . | 5 | -7 | 0.9 | .
O=C(CSc1nnc(-c2ccco2)o1)NC1CC2CCC1C2 (configuration not stated) | 0.9 | 1 | 1 | 1 | 0 | 13 | -11 | -4 | 0.9 | 0.97
Cc1cc(C(=O)CSc2nnc(-c3ccco3)o2)c(C)n1-c1ccc2c(c1)OCCO2 | 0.9 | 1.1 | 0.8 | 1.1 | -10 | 12 | -12 | -9 | 0.7 | 0.82
Cc1cccc(N(C(=O)c2csnn2)C(C(=O)NC(C)(C)C)c2cccs2)c1 (configuration not stated) | 1 | 1 | 0.9 | 1 | 1 | 19 | -6 | -2 | 0.9 | 1.2
CCc1c(C(=O)NC2CCCCC2)[nH]c(C)c1C(C)=O | 1 | 1 | 1 | 1 | -5 | 0 | -11 | -2 | 1 | 1.4
CS(=O)(=O)N1CCN(c2ccccc2[N+](=O)[O-])CC1 | 0.9 | 1.1 | 1.1 | 1.1 | -5 | -8 | 0 | -5 | 1.1 | 0.94
Cc1cc(C)c2[nH]c(=O)c(C(c3nnnn3Cc3ccc4c(c3)OCO4)N3CCCCC3)cc2c1 (configuration not stated) | 1 | 1 | 0.8 | 1.1 | -2 | . | -5 | -6 | 0.9 | .
O=C(CCc1nc2ccccc2[nH]c1=O)OCC(=O)c1cccc2ccccc12 | 0.9 | 1.1 | 1.1 | 1 | -9 | -3 | 14 | -3 | 1.1 | 0.98
OCCNc1nc(N2CCCC2)nc(N2CCCC2)n1 | 0.9 | 1 | 0.9 | 1.1 | -4 | -1 | -11 | -6 | 0.8 | 0.99
Cc1cccc2cc(C#N)c(SCC(=O)N3CCC(C)CC3)nc12 | 1 | 1 | 0.9 | 1 | -4 | 7 | -8 | -2 | 0.8 | 0.94
CCCCN(CC)CCNC(=O)CNC(=O)Cn1ccc2ccccc2c1=O | 1.1 | 1 | 1.1 | 1 | 0 | 2 | -4 | -5 | 1.1 | 1.1
O=C(CNC(=O)C1CCCCC1)OCn1nnc2ccccc2c1=O | 1.2 | 1 | 0.9 | 0.9 | -4 | 11 | -19 | 9 | 0.9 | 1.2
CCCCC(=O)NNC(=S)NC(=O)c1ccc([N+](=O)[O-])cc1 | 1.3 | 0.9 | 0.9 | 1 | 6 | -7 | -136 | 0 | 1 | 0.81
CCOc1ccc(NC(=O)c2ccc3nccnc3c2)cc1 | 1 | 1 | 0.9 | 0.9 | -2 | . | -5 | 9 | 0.9 | 1.4
COc1ccc(CCNC(=O)Cn2nnc(-c3ccccc3F)n2)cc1OC | 1 | 1 | 1 | 1 | -2 | -45 | -11 | -4 | 1.1 | 1.1
CN1c2ccccc2C(C)(C)C12C=Cc1cc(O)ccc1O2 (configuration not stated) | 0.7 | 0.9 | 0.8 | 1 | 7 | -5 | 45 | -2 | 0.7 | 1.1
N#CCCn1nc(-c2ccc(Cl)cc2)cc1Nc1ccccc1NC(=O)C(F)(F)F | 1 | 1 | 0.9 | 1 | -3 | 21 | -16 | 0 | 1 | 1.3
COC(=O)CSc1nnc(COc2ccc([N+](=O)[O-])cc2)n1C | 1 | 1 | 1 | 1 | -1 | -12 | -2 | -3 | 1 | 1.1
CCOc1ccc(NC(=O)c2ccc(CSc3nnc(C)s3)cc2)cc1 | 1 | 1.1 | 1.2 | 1 | -6 | 11 | -12 | 0 | 1.1 | 1.7
CCC1(C)Cc2ccccc2-c2nc(NCCO)[nH]c(=O)c21 (configuration not stated) | 1 | 1 | 0.9 | 1.1 | -3 | 9 | -1 | -5 | 0.9 | 0.97
CC1C(=O)CCN(C(C)(C)C)C1C (configuration not stated) | 0.9 | 1.1 | 1 | 1.1 | -6 | -3 | -21 | -6 | 1 | 1.2
CCOC(=O)CNC(=O)CSc1nnc(COc2ccc(Cl)cc2)n1CC | 0.9 | 1 | 1.1 | 1.1 | -4 | 15 | 0 | -10 | 0.9 | 1.2
CCCC(=O)OCCNC(=O)c1cc2ccccc2oc1=O | 0.9 | 1 | 1 | 1.1 | -1 | 4 | -5 | -9 | 1 | 1.4
CCOC(=O)C1CCN(C(=O)c2ccc(Cl)c(S(=O)(=O)N3CCOCC3)c2)CC1 | 0.9 | 1 | 0.9 | 1 | -2 | 0 | -10 | -1 | 0.9 | 0.93
CCN(CC)c1nc2ccccc2nc1C(C#N)C(=O)NCCCOC (configuration not stated) | 1.1 | 0.9 | 1.3 | 1 | 9 | -4 | 6 | -2 | 1.7 | 0.54
O=C(CN1CC(=O)Nc2ccccc21)Nc1ccc(F)c(F)c1 | 1 | 1 | 1.7 | 0.8 | 1 | 4 | -11 | 20 | 1.4 | 1.7
O=C(O)CCCCCNS(=O)(=O)c1ccc2c(c1)OCCO2 | 1 | 1 | 0.9 | 1 | 0 | -12 | -5 | 2 | 1 | 1.1
COc1ccccc1Nc1ncc(-c2cccs2)s1 | 0.7 | 1 | 1.1 | 0.8 | -1 | 9 | -8 | 21 | 1.3 | 5.1*
